# Compound activity from PubChem BioAssay.
# PLC-gamma1 inh – blocks human PLC-gamma1 enzyme activity | P19174 | purified PLC-gamma1, fluorogenic substrate, fluorescence | inhibition, % at 12.2 µM | actives 0.84% (n = 370,000) | AID 720700; in the data active = inhibition above about 9.5%
# Target sequence (P19174 whole entry, looked up): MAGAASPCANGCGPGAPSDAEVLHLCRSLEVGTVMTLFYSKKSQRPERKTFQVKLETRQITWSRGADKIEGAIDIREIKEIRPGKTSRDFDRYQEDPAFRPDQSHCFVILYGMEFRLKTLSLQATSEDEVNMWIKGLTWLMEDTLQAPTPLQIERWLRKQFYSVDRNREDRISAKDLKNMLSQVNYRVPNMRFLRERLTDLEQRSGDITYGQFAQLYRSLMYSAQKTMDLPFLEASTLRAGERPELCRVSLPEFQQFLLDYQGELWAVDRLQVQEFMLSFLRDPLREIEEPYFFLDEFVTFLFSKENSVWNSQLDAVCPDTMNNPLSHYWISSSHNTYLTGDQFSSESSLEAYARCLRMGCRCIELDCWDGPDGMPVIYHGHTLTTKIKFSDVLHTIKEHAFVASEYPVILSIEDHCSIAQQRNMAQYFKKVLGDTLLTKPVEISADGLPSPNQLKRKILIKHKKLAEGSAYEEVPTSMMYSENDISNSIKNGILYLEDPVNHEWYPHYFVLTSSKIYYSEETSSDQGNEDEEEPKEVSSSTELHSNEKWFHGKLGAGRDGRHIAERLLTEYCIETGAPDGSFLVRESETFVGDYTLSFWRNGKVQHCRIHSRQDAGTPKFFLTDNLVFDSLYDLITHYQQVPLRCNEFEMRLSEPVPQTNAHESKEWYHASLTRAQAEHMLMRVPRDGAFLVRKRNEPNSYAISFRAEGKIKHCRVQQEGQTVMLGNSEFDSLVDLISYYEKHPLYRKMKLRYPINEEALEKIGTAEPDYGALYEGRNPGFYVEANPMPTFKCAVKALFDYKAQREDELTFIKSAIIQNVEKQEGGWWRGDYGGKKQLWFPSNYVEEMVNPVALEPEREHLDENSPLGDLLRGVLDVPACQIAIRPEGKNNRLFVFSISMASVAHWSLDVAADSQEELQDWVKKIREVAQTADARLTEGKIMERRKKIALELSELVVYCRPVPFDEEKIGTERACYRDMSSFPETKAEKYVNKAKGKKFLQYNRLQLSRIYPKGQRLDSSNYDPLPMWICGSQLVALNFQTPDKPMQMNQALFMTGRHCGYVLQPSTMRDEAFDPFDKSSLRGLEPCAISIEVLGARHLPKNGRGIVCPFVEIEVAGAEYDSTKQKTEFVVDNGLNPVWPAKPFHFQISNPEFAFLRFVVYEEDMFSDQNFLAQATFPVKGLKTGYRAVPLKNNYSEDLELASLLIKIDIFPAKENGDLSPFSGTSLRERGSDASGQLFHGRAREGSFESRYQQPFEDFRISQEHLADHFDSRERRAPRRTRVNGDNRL
# MBD2 inh – blocks human MBD2 binding to methylated DNA; TR-FRET, MBD2 binding to methylated oligonucleotide; inhibition, % at 4.4 µM; actives 0.31% (n = 370,000); in the data active = inhibition above about 13%
# hgDAF12 agonist – hgDAF-12 agonism, primary luciferase screen; HEK293 GAL4-hgDAF12 UAS-luciferase reporter, agonist luminescence; normalized to butyrate control; activation, % at 6.8 µM; actives 1.8% (n = 370,000); AID 687014;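 active = activation above a cutoff set at the mean of all screened compounds plus 3 SD, cut at about 10% in these data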;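 note: 0% = DMSO wells and 100% = sodium butyrate wells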
# ADAM17 inh – ADAM17 inhibition, QFRET primary screen; actives 0.83% (n = 370,000); AID 720648; P78536; inhibition, % at 6.95 µM; recombinant ADAM17, EDANS/DABCYL FRET peptide cleavage;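 active = inhibition above the mean of compounds lying between control limits plus 3 SD, set per campaign, cut at about 8.5% in these data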;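 note: 0% = DMSO-only wells as the low control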
# DAX1 inh-1 – inhibitors of human orphan nuclear receptor DAX1 (NR0B1); inhibition, % at 6.75 µM; HEK293 Gal4-DAX1 luciferase reporter, luminescence; AID 504766; P51843; actives 0.99% (n = 340,000);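 active = inhibition above the mean over all tested compounds plus 3 SD, cut at about 4.2% in these data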;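 note: 0% = DAX1-transfected cells with DMSO and 100% = empty-vector control cells with DMSO; inhibition shows as a rise in luminescence from relieved DAX1 repression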
# PLCb3 inh – blocks human PLC-beta3 enzyme activity. Q01970. Purified PLC-beta3, fluorogenic substrate, fluorescence. inhibition, % at 12.2 µM. actives 0.18% (n = 370,000); in the data active = inhibition above about 11%;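 note: 0% = median of compound wells on plate and 100% = full blocker control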
# SMARCA2 act – increases SMARCA2 function in MMTV reporter cells | actives 1% (n = 370,000) | activation, % at 9.1 µM | MG213 cells, MMTV-luciferase reporter, dexamethasone, overnight; in the data active = activation above about 7.8%;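 note: 0% = vehicle wells and 100% = reference activator wells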
# ssDAF12 agonist – activators of S. stercoralis DAF-12 nuclear receptor; HEK293 ssDAF-12/GRIP1 lit1-tk-luc reporter, luminescence; % of 3 µM dafachronic acid response; activation, % at 6.8 µM; actives 1% (n = 370,000); AID 652126;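 active = activation above the mean over all tested compounds plus 3 SD, cut at about 0.9% in these data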;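 note: 0% = DMSO-only wells and 100% = 3 µM delta7-dafachronic acid wells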
# hcDAF12 agonist – activators of H. contortus DAF-12 nuclear receptor | HEK293 hcDAF-12 lit1-tk-luc reporter, luminescence; 0% DMSO, 100% Δ7-dafachronic acid | activation, % at 6.8 µM | actives 1.4% (n = 370,000) | AID 652067;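 active = activation above the mean of all tested compounds plus 3 SD, cut at about 5.5% in these data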;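 note: 100% = response to 3 µM Δ7-dafachronic acid high control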
# DAX1 inh-2 – blocks DAX1 repression of SF-1 activated StAR promoter. HEK293T StAR-luciferase reporter, SF-1/DAX-1 repression relief. inhibition, % at 6.8 µM. actives 1.1% (n = 370,000). AID 652010;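 active = inhibition above the mean over all tested compounds plus 3 SD, cut at about 3.6% in these data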;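 note: 0% = DAX-1 cells with DMSO and 100% = cells lacking DAX-1 with DMSO; higher inhibition means more luminescence from relief of DAX-1 repression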
# Rev-erbA mod – modulates human Rev-erb alpha binding to DNA | P20393 | activity, % at 10 µM | Rev-erbα–FITC-DNA binding, fluorescence polarization, 90 min | AID 1259318 | actives 0.79% (n = 370,000);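 active = activity above about 14%, limit read from the data; passing the limit was not always enough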;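 note: 0% = DMSO wells with 35 nM protein and 100% = DMSO wells with 750 nM protein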
# Numbers without * were called inactive; i = inactive; x = no result given.
nr	SMILES	PLC-gamma1 inh	MBD2 inh	hgDAF12 agonist	ADAM17 inh	DAX1 inh-1	PLCb3 inh	SMARCA2 act	ssDAF12 agonist	hcDAF12 agonist	DAX1 inh-2	Rev-erbA mod
1	NNC(=O)c1nn(-c2ccc(Cl)cc2)ccc1=O	0	0	-1.0	-3	0.5	2	-4	-1.2	-1.2	0.3	-3
2	O=C1NC2(CCCCC2)C(=O)N1CC(=O)N(Cc1ccccc1)c1ccccc1	-2	4	-3.4	-2	0.0	1	-3	-1.0	-1.4	0.9	-2
3	Cc1cc(C)c(OCCCCCn2ccnc2)c(C)c1	-1	-5	-1.7	-1	-1.1	0	-3	-1.5	-2.0	-0.8	-4
4	COc1ccc(CNC(=O)CN2CCN(S(=O)(=O)c3cc(Br)ccc3Br)CC2)cc1OC	0	0	-1.4	-2	0.6	0	1	-1.6	-3.1	0.9	9
5	O=C(c1ccc(SCc2ccco2)c([N+](=O)[O-])c1)N1CCOCC1	3	2	-1.1	-1	0.9	-9	-1	-1.8	-0.2	1.3	1
6	COc1ccc(OC)c2[nH]c(=O)c(CCNC(=O)c3ccc(Br)o3)cc12	-97	1	-2.1	-12	-0.7	-133	-3	-1.8	-2.7	-0.2	7
7	CCN(CC)C(=O)Cn1cc(C(=O)C(=O)NCc2ccco2)c2ccccc21	2	-1	0.3	-12	0.2	2	-1	-1.7	-1.3	0.1	-1
8	CCc1ccc(-c2nn[nH]n2)cc1	3	-1	0.7	-1	1.8	2	-1	-0.8	-1.4	0.8	-3
9	CCOC(=O)CNC(=O)CSc1nc2cccnc2n1C	3	-3	-0.8	2	-0.7	1	-2	-0.5	-0.4	0.1	-3
10	COCCCn1c(=O)c2ccccc2n(Cc2ccccc2C)c1=O	2	-3	-3.0	-1	-0.1	0	1	-0.9	-2.7	-0.5	-3
11	CCCCc1nnc(NC(=O)C2CCN(c3ncnc4sc(C)c(C)c34)CC2)s1	-1	0	3.0	-1	-0.5	-7	1	-0.6	-0.6	0.1	19*
12	Cc1ccccc1NC(=O)COc1cccc2c1CCNC2=O	3	3	-1.0	2	0.6	2	-3	-0.7	-1.7	-2.0	-3
13	COC(=O)c1sc(N)c(C(=O)OC)c1CSc1nc2sc3c(c2c(=O)n1C)CCC3	4	0	1.8	3	0.2	3	-3	-1.1	-0.5	0.0	-5
14	CC(C)n1c(SCc2ccccc2F)nc2c1c(=O)n(C)c(=O)n2C	2	1	-4.3	1	-1.0	1	6	-2.2	-1.4	-0.5	7
15	COc1cc(C2C(C#N)=C(SC)NC3=C2C(=O)CCC3)ccc1O (stereo not drawn)	3	-1	3.3	2	-0.8	-5	-1	-0.6	0.4	0.3	-2

# Structures listed so far with an NH in an aromatic ring:
nr	SMILES	PLC-gamma1 inh	MBD2 inh	hgDAF12 agonist	ADAM17 inh	DAX1 inh-1	PLCb3 inh	SMARCA2 act	ssDAF12 agonist	hcDAF12 agonist	DAX1 inh-2	Rev-erbA mod
6	COc1ccc(OC)c2[nH]c(=O)c(CCNC(=O)c3ccc(Br)o3)cc12	-97	1	-2.1	-12	-0.7	-133	-3	-1.8	-2.7	-0.2	7
8	CCc1ccc(-c2nn[nH]n2)cc1	3	-1	0.7	-1	1.8	2	-1	-0.8	-1.4	0.8	-3

# Continuation:
nr	SMILES	PLC-gamma1 inh	MBD2 inh	hgDAF12 agonist	ADAM17 inh	DAX1 inh-1	PLCb3 inh	SMARCA2 act	ssDAF12 agonist	hcDAF12 agonist	DAX1 inh-2	Rev-erbA mod
16	OCC(O)/C=N/Nc1nc(Nc2ccccc2)nc(Nc2ccccc2)n1 (stereo not drawn)	5	1	-4.4	1	-2.2	-2	-2	-1.0	-3.0	-0.4	-5
17	O=C(N1CCN(c2ccccc2)CC1)C(F)(F)C(F)F	2	-5	0.0	-3	-0.3	4	-2	-0.2	1.2	-0.8	1
18	CCOC(=O)c1ccc(NC(=O)CSCCC(=O)O)cc1	0	1	-1.8	-2	0.8	-1	-3	-0.9	-2.1	0.2	-6
19	Cc1cc(C)cc(N2C(=O)c3nccnc3C2=O)c1	1	-2	0.3	1	0.3	1	-1	-1.5	1.6	1.2	-6
20	C#CCN1C(=O)C(O)(CC(=O)c2ccc3c(c2)OCCO3)c2ccccc21 (stereo not drawn)	5	0	0.9	4	-0.4	0	-1	-0.9	-1.8	-0.1	-9
21	CC(C)C(=O)Nc1nnc(S(=O)(=O)N2CCCCCC2)s1	1	3	-2.2	-2	0.9	2	-1	-1.6	0.4	-0.2	0
22	CN(CC(=O)NCc1cccnc1)S(=O)(=O)c1ccc(F)cc1	0	5	-0.4	-2	-1.0	0	-2	-1.0	-1.0	0.2	-4
23	Cc1cc(Cl)nc(SCC(=O)c2ccccc2)n1	6	0	0.9	2	-0.6	3	1	-0.6	1.4	0.3	-2
24	N=c1sccn1CC(=O)Nc1ccc(Cl)c(S(=O)(=O)N2CCOCC2)c1	3	1	-3.4	-1	1.1	1	4	-0.8	0.9	-0.5	-3
25	COC(=O)/C(=C1\Oc2ccc(C(C)(C)C)cc2S1)C(F)(F)F	-2	3	-3.6	0	-0.3	2	-2	-1.5	-2.1	-0.7	3
26	COc1cccc(NC(=O)CSc2nc3ccccc3c3nc4ccccc4n23)c1	2	-4	0.6	-2	-0.2	1	1	-1.8	-0.1	-0.6	54*
27	O=C(Nc1cccc(O)c1)c1cc(-c2ccc3c(c2)OCO3)on1	-3	1	7.4	3	-5.3	-9	-1	-0.7	2.8	2.1	-6
28	COC(=O)c1ccc2nc(-c3ccccc3)c(Cc3ccsc3)n2c1	-115	2	4.9	-42	x	-151	-2	-0.2	1.7	1.1	-5
29	COc1ccc(NC(C)C(=O)N/N=C/c2c(O)ccc3ccccc23)cc1 (stereo not drawn)	0	-4	1.4	-2	1.2	-1	-3	-0.8	-1.6	0.3	5
30	NC(=O)C1CCN(C(=O)c2ccc3nc(-c4ccccc4)c(-c4ccccc4)nc3c2)CC1	-64	-4	-1.7	-301	-0.6	-121	-1	-1.2	-1.6	-1.1	3
31	COc1ccc(COC(=O)c2ccc(N3CCCC3=O)cc2)cc1F	5	-5	1.4	2	0.1	8	-3	-1.2	-0.1	0.0	-3
32	COc1cccc(NS(=O)(=O)c2ccc3[nH]cc(C(=O)NCCCOC(C)C)c(=O)c3c2)c1	2	-2	-1.7	-2	-0.2	-2	0	-1.7	-2.3	-0.8	6
33	COc1ccc(OCC(O)CNc2ccc(Br)cc2)cc1 (stereo not drawn)	4	-2	0.4	7	-0.3	0	3	-1.3	0.2	-0.6	1
34	COc1cccc(NC(=O)C2CCN(S(=O)(=O)c3ccc4[nH]c(=O)ccc4c3)CC2)c1	1	-3	-0.5	-1	0.3	5	0	-1.0	0.1	1.6	1
35	CC(NC(=O)c1ccncc1)c1ccc(Br)cc1 (stereo not drawn)	2	4	-1.3	-5	1.7	-4	-3	-1.0	-0.5	-0.4	-2
36	COc1ccc(CCNC(=O)Cc2ccc3c(c2)OCO3)cc1OC	3	-5	-0.8	1	-0.5	4	-1	-1.3	-1.5	0.2	-2
37	c1cncc(CN=C2Nc3ccccc3CS2)c1	0	-2	-0.8	-1	x	4	-1	-1.2	-0.3	-0.1	-1
38	CCCCCCCC(=O)N/N=C/c1ccc([N+](=O)[O-])o1	-2	3	-5.7	0	1.5	-1	-1	-1.6	-1.5	-1.3	-3
39	CC(=O)c1ccc(OCC(O)CN2CC(C)OC(C)C2)cc1 (stereo not drawn)	5	-5	-1.4	1	0.4	4	-2	-1.1	1.2	1.8	5
40	O=C(O)/C=C\C(=O)Nc1ccccc1C(=O)NCc1ccccc1	-138	7	0.1	-166	-0.7	-172	-2	-0.3	2.9	0.2	-7
41	Cc1ccc(S(=O)(=O)NCC(=O)OC(C(=O)c2ccccc2)c2ccccc2)cc1 (stereo not drawn)	3	-2	1.2	1	0.2	4	-1	-1.7	1.2	0.3	9
42	C[C@@H](NC(=O)c1ncn(C)c1C(=O)N[C@H](C)c1ccccc1)c1ccccc1	3	-5	-0.9	1	0.1	1	0	-1.8	-0.5	-0.8	1
43	COC(=O)c1ccc(NC(=S)NCCCn2ccnc2)cc1	6	5	1.8	-3	0.0	-2	-1	-0.1	3.6	0.0	-2
44	CC(=O)NCCC(=O)Nc1nc(C)c(Cc2ccc3c(c2)OCO3)s1	3	3	2.8	6	0.2	0	-4	-1.0	-0.3	-0.6	-5
45	Cc1nnc(NCc2cccc(Cl)c2)c2ccccc12	-4	-1	0.2	1	0.8	-12	-2	-0.3	2.8	-0.4	6
46	CC(=O)Nc1sc2c(c1CN1CCCC1)CCCC2	-2	0	2.8	-3	0.6	-10	2	-1.4	0.9	0.0	-6
47	O=C(NCC1CCCCC1)c1cc(-c2cc(F)ccc2OCC2CCCO2)n[nH]1 (stereo not drawn)	1	-6	-2.9	1	x	2	-4	-1.5	-2.3	-1.3	-2
48	CC1CCCN(S(=O)(=O)c2cc3c4c(c2)CCN4C(=O)CC3)C1 (stereo not drawn)	-3	-1	0.4	-1	0.4	-3	0	-0.8	-1.7	0.9	-2
49	CCc1ccc(S(=O)(=O)NC2CC(C)(C)NC(C)(C)C2)cc1	2	-4	1.1	0	-0.3	-3	1	-1.3	-2.0	0.5	-1
50	Cc1cc(Oc2nc3c(C)cccn3c(=O)c2/C=C(\C#N)S(=O)(=O)c2ccccc2)ccc1Cl	-6	-1	3.9	1	0.2	-13	-1	0.7	6.2*	0.8	3
51	CCNc1nc(NCC)nc(N/N=C/c2ccccc2)n1	0	0	1.4	-11	-1.7	-7	-1	-0.8	-1.2	0.2	0
52	Cc1c(-n2c(SCC(=O)N(C)C3CCS(=O)(=O)C3)nc3ccccc3c2=O)c(=O)n(-c2ccccc2)n1C (stereo not drawn)	0	1	-2.3	-2	-0.4	-6	-1	-0.9	2.0	-0.3	-8
53	Nc1ccccc1Nc1cc(-c2ccccc2)[nH]n1	-13	-2	10	-8	0.6	-37	0	-1.4	6.0*	1.9	0
54	C=CCN(c1ccc(C(=O)Nc2cccc(C)c2)cc1)S(C)(=O)=O	5	-5	3.9	1	-0.3	3	2	-0.7	-1.2	0.5	2
55	CCCCNCc1cc(Br)c(OCC(=O)N2CCOCC2)c(OC)c1	-1	5	1.4	-1	1.0	-1	-1	-1.6	-0.3	0.9	-2
56	Cc1ccc2nc(Nc3nc(CSc4nc5ccccc5s4)cc(=O)[nH]3)nc(C)c2c1	0	-1	3.5	-1	2.9	2	1	-1.0	1.1	-0.6	-2
57	CCN1CCN(Cc2c(O)ccc3c(C)cc(=O)oc23)CC1	i	0	-2.0	i	0.6	i	-2	-1.0	-0.2	-0.1	3
58	N=c1n(CCO)c2ccccc2n1Cc1ccc(Cl)cc1	3	2	-2.5	-1	0.6	3	0	-1.1	0.3	-0.3	5
59	CC(OC(=O)CN1C(=O)c2ccccc2C1=O)C(=O)NC1CCCCC1C (stereo not drawn)	-1	2	0.7	0	0.6	3	1	-0.5	-1.4	0.6	6
60	CC1CCCCN1C(=O)c1ccc(CS(=O)(=O)Cc2ccccc2)cc1 (stereo not drawn)	5	5	-0.6	0	0.7	-9	-3	-1.3	-1.6	-2.5	1

# This is a random part of the collection; overall some 7.4% were active at least once.
